High-throughput results deposited in PubChem BioAssay by Broad Institute.
ERAP1 inh: inhibitors of human ERAP1 aminopeptidase | recombinant ERAP1, Leu-AMC fluorescence, 60 min | inhibition, % at 10.7 µM | 340,000 compounds, 0.15% hits | AID 652197;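 active means mean replicate inhibition of at least 30%, or all replicates individually reaching that 30% level; inactive means mean below 30% and not every replicate reaching it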;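 further: 0% = neutral control wells and 100% = L-leucinethiol positive control wells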
SIRT5 inh: inhibitors of human sirtuin-5 desuccinylase; Purified SirT5, succinyl-peptide AMC, trypsin-coupled fluorescence; 330,000 compounds, 1.1% hits; AID 652115; Q9NXA8; inhibition, % at 15 µM; in the data active means inhibition above about 15%; inconclusive means no clear call, values can overlap the other calls
Target sequence (Q9NXA8 whole entry, looked up): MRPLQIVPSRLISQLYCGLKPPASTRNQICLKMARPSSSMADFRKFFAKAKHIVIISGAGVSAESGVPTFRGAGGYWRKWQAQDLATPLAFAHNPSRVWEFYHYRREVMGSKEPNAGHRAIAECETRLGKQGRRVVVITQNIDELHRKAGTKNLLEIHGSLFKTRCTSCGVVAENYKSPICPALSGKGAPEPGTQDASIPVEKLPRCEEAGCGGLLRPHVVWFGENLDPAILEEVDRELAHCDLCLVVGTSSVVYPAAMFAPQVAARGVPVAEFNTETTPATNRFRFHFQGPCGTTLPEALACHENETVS
ERp5 inh: ERp5 (human) disulfide isomerase inhibition | Q15084 | ERp5 insulin aggregation, absorbance 650 nm, 90 min | AID 651711 | inhibition, % at 9.99 µM | 350,000 compounds, 0.05% hits;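 active means mean replicate inhibition above about 25%, with every replicate also reaching it, limit read from the data, passing the limit was not always enough; inconclusive means only one of those two criteria met; inactive means neither criterion met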
Target sequence (Q15084 whole entry, looked up): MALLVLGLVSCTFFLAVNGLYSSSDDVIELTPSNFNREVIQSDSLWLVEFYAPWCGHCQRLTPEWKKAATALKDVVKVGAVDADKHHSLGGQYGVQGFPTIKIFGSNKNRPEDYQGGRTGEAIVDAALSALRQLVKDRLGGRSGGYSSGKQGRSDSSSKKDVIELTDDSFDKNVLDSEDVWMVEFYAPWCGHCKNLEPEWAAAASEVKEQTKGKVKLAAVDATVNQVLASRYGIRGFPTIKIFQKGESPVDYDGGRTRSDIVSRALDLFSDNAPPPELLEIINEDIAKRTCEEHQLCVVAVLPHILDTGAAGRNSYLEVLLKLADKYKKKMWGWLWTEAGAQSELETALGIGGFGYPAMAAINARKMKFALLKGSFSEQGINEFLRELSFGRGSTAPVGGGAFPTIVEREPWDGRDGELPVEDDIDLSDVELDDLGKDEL
CASP6 VEID inh: blocks human caspase-6 cleavage activity; P55212; purified caspase-6, Z-VEID-R110 cleavage fluorescence; inhibition, % at 12.5 µM; 350,000 compounds, 0.53% hits; AID 686996;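 active means mean inhibition across replicates at least about 35%, with every replicate also reaching that limit, limit read from the data; inconclusive means only one of the two criteria met; inactive means neither criterion met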;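 further: 0% = median of neutral control wells and 100% = no fluorescence left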
Target sequence (P55212 24-179 limits assumed): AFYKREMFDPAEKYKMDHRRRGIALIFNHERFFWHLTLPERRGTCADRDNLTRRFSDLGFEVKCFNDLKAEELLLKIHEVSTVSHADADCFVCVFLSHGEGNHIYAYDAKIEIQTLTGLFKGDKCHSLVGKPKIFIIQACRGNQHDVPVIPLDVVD
Target sequence (P55212 194-293 limits assumed): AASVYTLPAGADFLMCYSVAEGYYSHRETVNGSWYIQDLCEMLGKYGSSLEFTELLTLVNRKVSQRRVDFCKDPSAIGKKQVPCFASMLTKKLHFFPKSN
miR122 inh: inhibitors of miR-122 in Huh7 cells; Huh7 miR-122 Renilla luciferase sensor, 48 h; neutral wells = 0, positive control = 100; activation (reporter increase), % at 12.5 µM; 340,000 compounds, 0.3% hits; AID 602342;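 active means mean replicate activation score at least 90 and every replicate individually at or above 90; inconclusive means only one of the two criteria met; inactive means neither criterion met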;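 further: higher luciferase means less miR-122 activity so hits act as miR-122 inhibitors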
CFTR F508del cor: correctors of CFTR F508del function in bronchial epithelial cells. activity (quench increase), % at 7.58 µM. AID 720511. CFBE cells, YFP halide quenching; stimulated with forskolin plus potentiator P3; % fluorescence drop versus neutral controls. 350,000 compounds, 0.36% hits;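 active means mean added fluorescence quench of at least 8% versus neutral control, with both replicates also reaching 8%; inconclusive means only one of the mean or replicate conditions met; inactive means mean below 8% and not both replicates reaching 8%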;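 further: cells transiently co-express mutant CFTR-F508del with the halide-sensitive YFP; corrector assay measuring rescue of mutant channel to the surface after 24 h compound exposure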
DENV2 CPE: protects cells from dengue virus 2 cytopathic effect; CPE inhibition, % at 9.99 µM; 350,000 compounds, 1.7% hits; DENV2-infected cells, cytopathic effect rescue, plate reader; AID 651640; in the data active means CPE inhibition above about 20%, passing the limit was not always enough; inconclusive means no clear call, values can overlap the other calls; tested in BHK-21 cells;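 further: 0% = median of neutral control wells and 100% = median of positive control wells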
The depositor's hits bear a star; ? = inconclusive; . = not tested or not shown; [ ] = remark or other dose.

SMILES	ERAP1 inh	SIRT5 inh	ERp5 inh	CASP6 VEID inh	miR122 inh	CFTR F508del cor	DENV2 CPE
CC(=O)Nc1cccc(NC(=O)C(=O)NCC(c2ccco2)N2CCc3ccccc32)c1 (stereo not drawn)	-5	1	-1	3	.	-1.2	-5
Cc1ccc2c(c1)[C@H]1[C@H](CO2)[C@H](c2ccccc2)[C@]2(C)C(=O)Nc3ccccc3C(=O)N12	7	-2	-3	10	-2	1.9	-11
CC1(C)OC(=O)C(=CNc2ncccn2)C(=O)O1	1	-3	0	-2	.	-0.9	1
CN1CCN(NC(=O)c2cn(-c3ccccc3)nc2-c2cccs2)CC1	1	0	-4	-4	-8	-0.5	18
CO[C@@H](CN(C)C(=O)c1ccc2c(c1)OCO2)[C@@H](C)CN([C@H](C)CO)S(=O)(=O)c1ccc(C)cc1	-1	-13	3	1	.	2.9	-3
CCN(CC)CCOc1ccc(-c2c(C)c3c(ccc4ccccc43)oc2=O)cc1	-1	-6	6	-1	-1	-1.7	-6
C[C@@H]1CN([C@H](C)CO)C(=O)c2cccc(NS(=O)(=O)c3cccs3)c2O[C@H]1CN(C)S(=O)(=O)c1ccccc1	-1	1	3	-3	-1[16.7 µM]	-1.2	?
CN(C)C(=O)COc1ccc(S(=O)(=O)c2ccc(OCC(=O)N(C)C)cc2)cc1	3	1	-4	3	.	-1.2	-8
CN1c2ccc(-c3cccc(F)c3)cc2[C@@H]2[C@@H](CCN2C(=O)c2ccccc2F)[C@@H]1CO	1	2	3	-2	14[16.7 µM]	-1.4	-15
O=C1CCC(C(=O)OC(C(=O)Nc2ccc([N+](=O)[O-])cc2Br)c2ccccc2)=NN1 (stereo not drawn)	0	2	-5	3	-2	-1.1	0
CC(C)NC(=O)Nc1cccc2c1O[C@@H](CN(C)CC1CCCCC1)[C@@H](C)CN([C@@H](C)CO)C2=O	0	-2	-2	-2	0[16.7 µM]	-1.4	1
COc1ccc(S(=O)(=O)N(C)C[C@H]2Oc3c(NC(=O)c4ccncc4)cccc3C(=O)N([C@H](C)CO)C[C@H]2C)cc1	0	-1	-1	1	-5[16.7 µM]	2.7	-3
C[C@H](CO)N1C[C@H](C)[C@H](CN(C)CC2CC2)Oc2ccc(NS(=O)(=O)c3ccc(F)cc3)cc2C1=O	1	3	-1	3	-3[16.7 µM]	-2.2	17
Cc1cc(Cl)ccc1OCC(=O)NNC(=O)c1cnccn1	-7	-4	-3	0	.	.	4
CCOC(=O)C1(CCOc2ccccc2)CCN(Cc2ccc(C(=O)OC)cc2)CC1	1	-4	3	0	-7	0.7	6
CCn1ncc(C2=NOC(C(=O)Nc3cccc(O)c3)C2)c1C (stereo not drawn)	3	-2	5	-2	.	-1.4	-2
COc1cccc(CN2CCC2(C)C(=O)Nc2ccc3c(c2)OCO3)c1F (stereo not drawn)	1	.	0	-2	-8	2.6	-3
O=C(Nc1ccc(Cl)c(Cl)c1)N1N=CCC1c1ccccc1 (stereo not drawn)	-1	-2	7	1	.	0.0	7
COc1ccc(C)cc1NC(=S)N1CC(C)OC(C)C1 (stereo not drawn)	-2	0	2	9	.	1.3	-11
Cc1ccc(N(C(=O)CCCC(=O)Nc2ccccn2)C(C(=O)NC2CCCC2)c2ccc(O)cc2)cc1C (stereo not drawn)	-1	2	5	3	6	-0.1	-3

A different layout for 2 compounds above:
molecule,ERAP1 inh,SIRT5 inh,ERp5 inh,CASP6 VEID inh,miR122 inh,CFTR F508del cor,DENV2 CPE
O=C(Nc1ccc(Cl)c(Cl)c1)N1N=CCC1c1ccccc1 (stereo not drawn),-1,-2,7,1,.,0.0,7
Cc1cc(Cl)ccc1OCC(=O)NNC(=O)c1cnccn1,-7,-4,-3,0,.,.,4

Next results.
SMILES	ERAP1 inh	SIRT5 inh	ERp5 inh	CASP6 VEID inh	miR122 inh	CFTR F508del cor	DENV2 CPE
CCC(=O)N[C@@H]1CC[C@H](CC(=O)OC)O[C@H]1CO	-1	10	-4	3	10[16.7 µM]	2.5	-9
CO[C@@H]1CC[C@H]2CCN(C)C(=O)C[C@@H](c3ccccc3)CN(C)C(=O)c3cc(C#N)ccc3OC[C@H]1O2	0	-1	-1	4	.	.	1
C[C@H](NC(=O)C[C@@H]1C=C[C@@H](NS(=O)(=O)c2cccc(F)c2)[C@@H](CO)O1)c1ccccc1	2	1	4	1	.	-0.9	-6
CN1CCN(C(=O)c2cc(Cl)cc(Cl)c2)CC1	0	3	-1	65*	2	2.3	13
COc1ccc(N2CC(C(=O)Nc3cccc(OC(C)C)c3)CC2=O)cc1 (stereo not drawn)	-2	-6	3	1	-5	0.8	3
COCC(=O)N(C)C[C@H]1Oc2ncc(C#Cc3ccc(F)cc3)cc2C(=O)N([C@@H](C)CO)C[C@H]1C	-3	-15	1	1	-1[16.7 µM]	-1.6	14
C[C@@H]1CN([C@H](C)CO)C(=O)Cc2cc(NS(=O)(=O)c3ccc(Cl)cc3)ccc2O[C@H]1CN(C)C(=O)Nc1ccccc1	2	0	0	-2	-2[16.7 µM]	0.1	13
COc1ccccc1NC(=O)N1C[C@H]2[C@@H](c3ccccc31)[C@@H](CO)N2C(=O)C1CC1	-3	-1	4	0	-10[16.7 µM]	0.4	-8
N#Cc1cnn(-c2ccccc2)c1NC(=O)CN1CCN(c2ccccc2)CC1	-4	-7	1	-1	-4	-0.7	7
Cc1cc(=O)oc2cc(OCC(=O)N3CCC(C(N)=O)CC3)ccc12	.	.	7	-2	0	-0.6	-18
COc1ccc(S(=O)(=O)N(C)C[C@@H]2OCCCC[C@@H](C)Oc3ccc(NS(=O)(=O)c4ccc(Cl)cc4)cc3C(=O)N([C@H](C)CO)C[C@@H]2C)cc1	0	16*	8	0	.	5.6	-5
Fc1ccc(-n2cc(-c3ccccc3)c3c(=S)nc[nH]c32)cc1	1	0	-5	1	7	1.2	1
CC(C)CCc1noc(CN(C)CC2CCN(Cc3ccccc3)CC2)n1	1	1	-7	3	11	-0.3	4
O=C(CN1CCN(c2ncccn2)CC1)N(Cc1ccccc1)c1ccc(F)cc1	-5	-4	4	2	.	-0.9	5
O=C(O)C[C@H]1C[C@@H]2c3cc(NC(=O)c4ccc5c(c4)OCO5)ccc3O[C@@H]2[C@@H](CO)O1	0	8	-7	-1	-4[16.7 µM]	-0.8	0
C[C@H]1CN([C@@H](C)CO)C(=O)c2cc(-c3ccc(F)cc3)cnc2O[C@H]1CN(C)CC1CCOCC1	-3	-3	-1	4	2[16.7 µM]	-0.1	?
Cc1cc(S(=O)(=O)N2CCCC2)ccc1OCC(=O)NCc1ccccc1	2	-3	-1	3	2	0.6	2
COc1ccc(CCNC(=O)COC(=O)/C=C/c2cc(OC)c(OC)c(OC)c2)cc1OC	7	3	-1	2	.	0.0	2
N#C[C@H]1[C@H](c2ccc(C3=CCCC3)cc2)[C@H](CO)N1C(=O)C1CC1	2	2	3	1	.	-1.4	-7
O=C(/C=C/c1cc(Br)ccc1O)c1ccco1	0	-3	5	8	195*	-2.0	5
COc1ccccc1N1CC(C(=O)NCCC2=CCCCC2)CC1=O (stereo not drawn)	-5	-1	5	-72	4	1.2	5
Nn1c(SCc2ccc(Br)cc2)nnc1-c1cccnc1	3	-1	-3	-1	.	2.7	2
COc1ccc(CC(=O)Nc2ccc(/C(C)=N/NC(=O)c3ccc(OC)cc3OC)cc2)cc1	2	1	-1	0	.	-0.5	2
CC1=C(C(=O)N2CCCCCC2)CC(CC(=O)NC2CCCC2)C(=O)N1Cc1ccc(C(C)(C)C)cc1 (stereo not drawn)	3	.	1	2	.	2.5	-3
CO[C@@H]1CN(C)C(=O)c2cc(NC(=O)C3CCOCC3)ccc2OC[C@H](C)NC[C@@H]1C	-3	-5	-3	1	37[16.7 µM]	-1.7	7
C[C@@H]1CN([C@@H](C)CO)C(=O)c2cc(NC(=O)Nc3ccc(C(F)(F)F)cc3)ccc2O[C@@H](C)CCCCO[C@H]1CN(C)C(=O)C1CCCCC1	-1	-6	0	2	-5[16.7 µM]	2.3	0
COc1ccc(/C=C/C(=O)N2c3ccccc3Sc3ccc(C(F)(F)F)cc32)cc1	0	-4	4	0	.	.	6
COC(=O)/C=C1\OC(C)c2ccccc21 (stereo not drawn)	2	0	0	1	.	0.1	-6
Cc1ccc(N(CC(=O)NC(C)(C)C)C(=O)CCC(=O)Nc2ccccn2)cc1	-1	-2	-5	2	1	.	-8
COc1cccc(Cn2cnc(-c3ccccc3OC)c2-c2cc(C)cc(C)c2)c1	-3	2	1	2	.	-3.0	4
C[C@@H]1CN([C@@H](C)CO)C(=O)c2cc(NC(=O)Nc3ccccc3)ccc2O[C@@H](C)CCCCO[C@@H]1CN(C)Cc1ccc(C(=O)O)cc1	-9	3	4	-2	12[16.7 µM]	1.7	8
C[C@@H]1CN([C@H](C)CO)C(=O)c2cc(NC(=O)Nc3ccc(C(F)(F)F)cc3)ccc2O[C@H]1CN(C)S(C)(=O)=O	0	-2	8	-3	-2[16.7 µM]	-1.4	-1
CC(C)CNS(=O)(=O)c1cc(C(=O)OCC(=O)N(C)C2CCS(=O)(=O)C2)c(Cl)cc1Cl (stereo not drawn)	.	-5	-1	0	0	0.1	-6
COc1ccc(C(=O)NC(Cn2ccnc2)C(C)(C)C)cc1OC1CCN(C(C)C)CC1 (stereo not drawn)	-4	0	2	-20	0	-7.8	3
CCOC(=O)COn1c(-n2nc(C)cc2C)nc2ccccc2c1=O	-3	0	4	0	-3	0.5	3
CN1/C(=C\C(=O)CSc2ncn[nH]2)C(C)(C)c2ccccc21	14	-4	4	4	-3	.	-5
Cc1ccc(C(=O)OCC(=O)Nc2ccc(C)c(S(=O)(=O)N3CCCCC3)c2)c(O)c1	0	0	-10	4	2	0.8	?
CC1=C(C(=O)N2CCOCC2)CC(CC(=O)NCc2cccs2)C(=O)N1Cc1ccc(F)cc1 (stereo not drawn)	8	11	1	-2	-5	6.1	5
CC(C)NC(=O)NCC[C@@H]1CC[C@@H](NC(=O)CN(C)C)[C@@H](CO)O1	3	2	-2	-156	7[16.7 µM]	0.2	-3
CC1CCCC(C)N1CCOc1cc(N)ccc1C#N (stereo not drawn)	-2	0	6	-9	-5	1.6	5
CCN1CC(CNCc2cn(-c3ccc(OC)cc3)nc2-c2ccccc2Cl)CC1=O (stereo not drawn)	-1	0	5	-2	.	0.0	-11
CNC(=O)c1cn(-c2ccc(Cl)cc2)c(=O)c2ccccc12	-1	3	3	1	.	-0.4	-2

Exported bar-delimited: 2 of the compounds above
Molecule | ERAP1 inh | SIRT5 inh | ERp5 inh | CASP6 VEID inh | miR122 inh | CFTR F508del cor | DENV2 CPE
CN1/C(=C\C(=O)CSc2ncn[nH]2)C(C)(C)c2ccccc21 | 14 | -4 | 4 | 4 | -3 | . | -5
Cc1ccc(C(=O)OCC(=O)Nc2ccc(C)c(S(=O)(=O)N3CCCCC3)c2)c(O)c1 | 0 | 0 | -10 | 4 | 2 | 0.8 | ?

Full records from above:
CC1CCCC(C)N1CCOc1cc(N)ccc1C#N (stereo not drawn) reads ERAP1 inh = -2; SIRT5 inh = 0; ERp5 inh = 6; CASP6 VEID inh = -9; miR122 inh = -5; CFTR F508del cor = 1.6; DENV2 CPE = 5
C[C@@H]1CN([C@@H](C)CO)C(=O)c2cc(NC(=O)Nc3ccccc3)ccc2O[C@@H](C)CCCCO[C@@H]1CN(C)Cc1ccc(C(=O)O)cc1 reads ERAP1 inh = -9; SIRT5 inh = 3; ERp5 inh = 4; CASP6 VEID inh = -2; miR122 inh = 12[16.7 µM]; CFTR F508del cor = 1.7; DENV2 CPE = 8
